AddAB inh – less growth of phage-infected E. coli with AddAB; E. coli expressing H. pylori AddAB, absorbance growth; inhibition, % at 11.9 µM; hit rate 0.29% among 330,000; AID 435030; in the data active means inhibition above about 12%;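 further: 0% = vehicle wells of infected cells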
phage Ecoli inh – E. coli growth loss with phage present; growth absorbance; hit rate 0.26% among 360,000; inhibition, % at 11.9 µM; in the data active means inhibition above about 11%
PfHsp90 set2 – inhibits growth of yeast expressing Plasmodium falciparum Hsp90. S. cerevisiae expressing PfHsp90, BacTiter-Glo ATP, 48 h; yeast lacking PDR1 and PDR3 efflux regulators. inhibition, % at 9.4 µM. hit rate 0.32% among 310,000. AID 504621;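 active means every replicate shows inhibition above about 80%, whatever the replicate mean, limit read from the data; inconclusive means mean inhibition reaches the set limit but some replicate falls short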;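 further: 0% = DMSO neutral controls and 100% = 20 µM radicicol positive controls; yeast relying on Plasmodium falciparum Hsp90 in place of its own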
CAL PDZ inh – blocks peptide binding to human CAL PDZ domain. hit rate 0.02% among 330,000. Q9HD26. inhibition, % at 20 µM. purified CAL PDZ, TMR-peptide fluorescence polarization, 1 h;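 active means highest replicate inhibition of at least 40%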;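 further: plate controls were DMSO neutral control wells for no effect and unlabeled competitor peptide control wells for full effect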
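Material – purified CerCALP PDZ construct · Detection – FP readout, S and P plane fluorescence · Measure – percent inhibition from loss of millipolarization · Controls – unlabelled peptide for full inhibition, DMSO wells as neutral · Probe or stimulus – TMR-labelled reporter peptide T*-PRC34 bound in PDZ groove · Times – 1 h at RT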
Tat export inh – E. coli Tat transport inhibition. E. coli MC4100 TorA-mCherry Tat export, fluorescence. AID 488895. hit rate 0.036% among 340,000. inhibition, % at 10 µM;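 active means mean replicate inhibition at least 50% and at least half of replicates individually reaching 50%; inconclusive means only one of the two criteria met; inactive means neither criterion met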;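 further: exported cargo escapes ClpAP degradation while cytoplasmic cargo is degraded and loses fluorescence; 0% = median of neutral control wells and 100% = median of NaSCN control wells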
DAGLB inh – diacylglycerol lipase beta (human) inhibition; hit rate 0.059% among 340,000; Q8NCG7; AID 504411; HEK293T DAGLB membrane lysate, EnzChek fluorogenic substrate; inhibition, % at 5.17 µM; in the data active means inhibition above about 34%;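 further: 0% = enzyme with vehicle and 100% = wells lacking enzyme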
PvdQ acylase – blocks Pseudomonas aeruginosa PvdQ acylase activity; purified PvdQ acylase, fluorescence plate reader; inhibition, % at 10 µM; hit rate 0.063% among 340,000; AID 488965; in the data active means inhibition above about 30%, passing the limit was not always enough; inconclusive means no clear call, values can overlap the other calls;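 further: 0% = vehicle neutral wells and 100% = reference inhibitor wells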
Wnt bcat act – Wnt/beta-catenin pathway activation | Wnt/beta-catenin reporter cell assay, activator, plate reader | activation, % at 9.35 µM | hit rate 1.2% among 300,000; in the data active means activation above about 30%, passing the limit was not always enough; inconclusive means no clear call, values can overlap the other calls;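 further: 0% = neutral control wells and 100% = positive control wells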
E coli growth – counter-screen for AddAB inhibitors: E. coli growth inhibition; AID 449728; E. coli V3065 growth, OD600 absorbance, 18 h; inhibition, % at 11.9 µM; hit rate 0.27% among 330,000;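 active means inhibition above the campaign's mean inhibition across all tested compounds plus 3 SD, cut at about 9.9% in these data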;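 further: uninfected addAB+ strain grown without phage in ampicillin broth; 0% = DMSO wells and 100% = ciprofloxacin 0.95 µg/ml wells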
Rtt109 Vps75 – C. albicans Rtt109 histone acetyltransferase inhibition; purified Rtt109/Vps75, ThioGlo CoA-SH fluorescence, 4 h; inhibition, % at 34.9 µM; hit rate 0.16% among 330,000;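 active means inhibition of at least 50% in every replicate; inconclusive means best replicate reaches 50% inhibition but some replicates fall short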
Target sequence (Q5AAJ8 whole entry, looked up): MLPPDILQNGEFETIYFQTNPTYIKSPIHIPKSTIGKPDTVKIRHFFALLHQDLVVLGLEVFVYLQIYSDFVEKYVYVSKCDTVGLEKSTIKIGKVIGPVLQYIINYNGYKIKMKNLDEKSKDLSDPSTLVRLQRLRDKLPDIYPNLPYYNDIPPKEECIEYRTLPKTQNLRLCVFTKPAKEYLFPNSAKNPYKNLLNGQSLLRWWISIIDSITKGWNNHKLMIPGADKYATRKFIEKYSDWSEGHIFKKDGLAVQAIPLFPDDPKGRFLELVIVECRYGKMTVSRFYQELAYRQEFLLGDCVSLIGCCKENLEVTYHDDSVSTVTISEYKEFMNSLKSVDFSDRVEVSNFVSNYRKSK
Active calls of the source: *; ? = inconclusive; / = no result given.

entry	SMILES	AddAB inh	phage Ecoli inh	PfHsp90 set2	CAL PDZ inh	Tat export inh	DAGLB inh	PvdQ acylase	Wnt bcat act	E coli growth	Rtt109 Vps75
1	C=CCNc1nc(C(=O)OCC(=O)Nc2ccc(S(N)(=O)=O)cc2)cs1	-2.9	4.8	22.2	-3.1	0.0	2.8	-10.4	1.7	-0.1	2.1
2	CCOC(=O)c1sc2nc3n(c(=O)c2c1C)CCCCC3	3.0	1.1	0.9	-1.4	0.3	-15.6	-19.6	/	0.0	4.8
3	COc1cc(Br)cc(/C=C/c2ccc3cccc(O)c3n2)c1O	0.2	2.0	-64.8	/	-5.2	-0.1	-11.7	8.5	0.0	-4.9
4	CCOC(=O)N1CCC(N2CC34C=CC(O3)C(C(=O)Nc3ccc(C)cc3)C4C2=O)CC1 (configuration not stated)	4.9	2.9	18.8	-0.6	-0.9	-1.2	-12.1	-2.3	2.2	5.5
5	CCc1ccc(NC(=O)C2=CC(c3ccc(OC)c(OC)c3)=NS(=O)(=O)N2C)cc1	1.3	2.7	15.2	-0.6	20.3	-0.9	-4.3	4.0	-0.6	7.3
6	C=CCNC(=S)Nc1ccc(C(N)=O)cc1	0.8	3.0	5.2	-1.3	4.9	0.0	-3.5	-0.5	-0.3	/
7	Cc1cc(C)nc(SC(C)C(=O)Nc2ccc(S(N)(=O)=O)cc2)n1 (configuration not stated)	-0.9	1.6	/	-5.1	15.9	1.6	-17.5	0.4	-0.2	-0.1
8	CCCCOCCCNC(=O)CC(C)c1ccccc1 (configuration not stated)	-0.6	0.7	-19.2	-1.1	-6.3	-3.8	-2.4	2.1	-3.2	8.4
9	O=C(c1c[nH]c2ccccc12)N1CCN(c2ccccc2)CC1	-2.2	1.8	3.5	0.3	-0.8	-1.4	-2.7	2.2	1.1	6.2
10	O=C(Sc1cccc2cccnc12)c1ccccc1Br	3.7	2.2	16.5	-1.6	1.9	15.6	-3.4	4.4	-3.0	-4.3
11	Cc1ccc(C(=O)NCC(=O)NCCCc2ccccc2)s1	-0.4	1.4	-29.5	-0.5	2.1	-2.3	-16.5	-0.9	0.1	-2.5
12	CCC1=C/C(=C/N(C)c2ccccc2)C(=O)S1	-1.6	-0.1	-3.4	0.2	-8.7	-3.0	0.8	/	-0.6	15.4
13	CCCOc1ccc(S(=O)(=O)n2cc(Br)c(=O)[nH]c2=O)cc1	0.8	3.1	7.5	-2.0	-1.2	4.7	-3.7	-2.2	4.5	-0.1
14	CC1=CC(C2CC(=O)N(c3ccccc3C)C2=O)CC2C(=O)N(c3ccccc3C)C(=O)C12 (configuration not stated)	1.6	1.5	22.6	-1.9	-0.1	2.8	-13.8	-4.1	1.3	-6.5
15	CC(C)NC(=O)N(C)C[C@@H]1Oc2ccc(NC(=O)CCN3CCOCC3)cc2CC(=O)N([C@@H](C)CO)C[C@@H]1C	4.8	4.3	29.0	-1.5	-5.0	2.9	-1.7	2.6	2.4	-0.9
16	COc1ccc(S(=O)(=O)N2CCc3ccccc32)cc1NC(C)=O	-0.6	3.4	-36.8	-0.3	5.5	2.0	-4.4	-15.0	-1.3	-4.7
17	COc1cccc(C2NC(=S)NC3=C2CCc2ccccc23)c1 (configuration not stated)	1.4	2.9	-25.8	0.3	2.7	-2.6	7.4	-0.9	2.1	-5.9
18	CN(C)/C=C(/C(=O)c1ccc(Cl)cc1)S(C)(=O)=O	3.6	1.2	10.0	0.2	0.1	-1.0	-10.8	-0.7	1.5	-6.0
19	CC(C)(C)c1ccc(C(=O)Nc2cccnc2)cc1	4.9	1.2	-1.8	0.0	2.3	-3.0	-12.5	-0.1	2.1	-9.4
20	CCOc1ccc(NC(=S)c2ccncc2)cc1	2.9	3.7	27.1	0.0	2.8	0.1	-7.5	7.2	2.6	4.6
21	CC1(C)CC(=O)C=C(Nc2ccc([N+](=O)[O-])cc2)C1	4.7	2.6	-9.4	0.6	-7.7	0.0	-11.8	0.1	0.5	-4.6
22	Cc1nc(C)c(NC(=O)N2CCc3ccccc32)cc1NC(=O)N1CCc2ccccc21	2.9	3.6	21.7	-0.7	-2.2	2.1	-13.8	/	0.3	6.1
23	COc1ccccc1NC(=O)N1CCCC1C(=O)NCCc1ccccc1 (configuration not stated)	2.0	0.2	2.9	-0.3	-2.0	0.3	-6.4	0.5	0.2	-1.3
24	Cc1n[nH]c(C)c1S(=O)(=O)N1CCC(C(=O)Nc2cccc(F)c2)CC1	3.8	3.2	8.9	-2.4	-8.9	-1.7	3.2	0.7	-0.7	8.8
25	Cc1c(NC(=S)NC(C)(C)C)c(=O)n(-c2ccccc2)n1C	3.5	1.7	-8.2	-2.3	0.2	-0.7	-10.0	-1.0	-2.1	0.5
26	COc1ccc(N2CCN(C(=O)CCc3ccccc3)CC2)cc1	-3.4	0.6	8.5	-0.2	2.8	-0.1	-15.9	1.1	-2.0	-1.8
27	O=C(C(F)C(F)(F)F)N1CCN(c2ccccc2)CC1 (configuration not stated)	-2.6	3.0	0.6	-2.8	-2.1	-2.6	4.4	-2.2	0.9	/
28	Cc1c(C(N)=O)sc(N)c1C(=O)OC(C)C	-1.4	1.5	-12.0	-0.5	-3.4	1.8	4.4	-4.5	0.2	-0.8
29	COC(=O)c1nn(-c2ccccc2)c(=O)cc1O	1.7	4.3	-47.0	/	-0.1	-1.6	-13.9	-1.6	-1.0	-2.5
30	c1ccc(-c2nnc(CSc3nncs3)o2)cc1	-0.5	2.2	30.0	-0.9	0.0	1.2	-9.1	/	1.3	-0.5
31	CCOC(=O)C1CCN(C(=O)CCS(=O)(=O)c2ccc3c(c2)CCN3C(=O)CC)CC1	3.7	4.2	2.4	-1.3	-12.0	1.1	10.7	0.5	1.5	7.5
32	Cn1nc(C(=O)Nc2ccccc2N2CCCC2)c2ccccc2c1=O	0.9	0.9	36.1	-0.9	1.9	-5.9	-7.8	-1.0	1.7	16.5
33	O=c1[nH][nH]c(=O)c2cc(N3CCCC3)ccc12	2.9	0.6	10.3	0.1	-6.3	2.4	-16.2	1.2	2.5	-0.7
34	C[C@H]1CC[C@]2(O[C@H](CCO)C[C@@H](O)[C@@H]2O)O1	0.9	4.3	11.6	1.3	6.1	0.3	8.1	0.5	-0.7	-16.8
35	N#C/C(=C\c1ccccc1)C(=O)Nc1cccnc1	-0.4	1.6	-14.9	-0.3	0.1	-1.4	0.1	3.8	-1.7	-3.4
36	COc1ccc(CNC(=O)COC(=O)/C=C/c2cccs2)cc1	0.3	1.6	17.2	-0.8	?	-0.9	-3.4	0.6	-2.3	6.3
37	CS(=O)Cc1cc(Oc2ccccc2)nc(-c2ccncc2)n1 (configuration not stated)	0.0	4.2	6.6	-0.6	-3.7	1.1	-3.5	-1.4	-0.6	5.7
38	O=C(CC(Cc1ccccc1)c1ccco1)NC1CCCCC1 (configuration not stated)	-0.1	3.5	0.9	0.6	21.9	-2.8	-14.9	/	-0.3	3.2
39	NC1=C([N+](=O)[O-])C(c2ccc3c(c2)OCO3)C2=C(CCCC2=O)O1 (configuration not stated)	2.5	1.9	3.2	-3.4	-6.6	-0.3	-12.2	0.2	-0.2	-1.6
40	CCOC(=O)c1c(C)nc(C(Cl)(Cl)Cl)nc1N	2.9	3.5	-15.0	-1.4	3.4	-3.8	1.8	-2.1	-2.3	-5.7
41	CCOc1ccc(NC(=O)COC(=O)c2ccc3c(c2)OCO3)cc1	0.8	3.2	-3.7	-0.1	-4.7	-1.7	-3.2	-1.0	-0.7	-6.7
42	Cc1ccc(SCC(=O)NC(=O)Nc2ccc3c(c2)OCCO3)cc1C	-2.2	2.8	-0.7	-2.4	2.5	-9.2	-5.1	/	-1.1	-4.9
43	O=C(Nc1ccc2c(c1)OCO2)C1CCN(Cc2cnn(-c3ccccc3)c2-n2cccc2)CC1	-0.6	-2.5	-23.1	-1.4	-1.3	0.5	-3.2	/	2.2	8.1
44	O=C(NCc1ccccn1)C(=O)NCC1OCCN1S(=O)(=O)c1ccc(Br)cc1 (configuration not stated)	0.5	1.1	-6.6	-0.3	-4.4	-0.2	-4.7	-0.1	-0.2	-1.9
45	O=C(Nc1ccc2c(c1)OCO2)c1ccc[n+]([O-])c1	-0.3	2.3	13.7	0.3	-4.3	-0.3	-9.7	4.5	-2.1	7.2
46	COC(=O)C1=CN(c2ccc(F)c(F)c2)C=C(C(=O)OC)C1c1ccc([N+](=O)[O-])cc1	5.2	-1.4	-31.3	-0.7	4.6	-3.4	-13.6	0.3	2.6	2.0
47	CSc1ncccc1C(=O)OCC(=O)N1CC(=O)Nc2ccccc21	2.1	-0.8	-6.8	-1.0	-4.9	0.7	-9.5	-4.8	-0.7	5.4
48	Cc1cccc(NC(=O)c2ccc(COc3ccc4ccccc4c3)o2)n1	0.3	2.7	4.9	-1.9	1.0	-10.4	-1.6	3.3	0.4	2.2
49	CCOc1ccc(NC(=O)CN(c2cccc(C(F)(F)F)c2)S(C)(=O)=O)cc1	1.9	2.2	-39.0	-2.2	11.6	-2.8	2.4	2.2	-0.3	3.0
50	O=C(CSc1ccccc1)N1CCCC(N2CCN(c3ccc(F)cc3)CC2)C1 (configuration not stated)	0.3	1.7	4.7	1.1	-4.3	-0.4	5.6	-0.4	-0.2	-8.0
51	COC(=O)c1sc2ncccc2c1OCc1ccc(Cl)cc1	-1.4	0.8	0.2	-1.1	-8.3	-0.1	4.1	/	-1.9	8.1
52	COc1ccc(S(=O)(=O)N(CCC(N)=O)Cc2ccco2)cc1OC	0.7	98.1*	5.4	-0.9	18.8	-1.8	-7.1	2.9	-0.7	-6.8
53	Cc1cc(CNC(=O)Cn2cc([N+](=O)[O-])cn2)c2ccccc2n1	6.8	2.8	/	-0.6	6.2	-1.7	-19.0	-5.7	1.3	-0.2

Screening data (PubChem BioAssay)
